# Screening results (PubChem BioAssay)
# TexasRed fluor: counter-screen for TRb-SRC2 inhibitors: fluorescence interference | AID 1479 | TRb/SRC2 Texas Red total fluorescence interference | 280,000 compounds, 0.29% hits | Potency, µM (highest dose often 106 µM), without a hit: at the highest dose fluorescence change, negative = quenching; active = well fitted curve in either direction with a large enough effect; inconclusive = small, poorly fitted or top-dose-only effect; note: potency is the fitted concentration of half-maximal effect; % is set by controls: 0 for no effect and ±100 for the full control effect
#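 Human TRb ligand-binding domain at 0.6 uM with 20 nM Texas Red SRC2 peptide in Tris buffer containing 1 uM T3 and 5% DMSO, incubated with compound 5 h at ambient temperature. Total fluorescence (555/632 nm) calculated as parallel + 2 × perpendicular.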
# GLA spleen mod: alpha-galactosidase A (human) modulation | AID 2107 | P06280 | Potency, µM (highest dose often 80 µM), inactives show at the top dose activity change, negative = inhibition, most hits filed as inhibitors | 240,000 compounds, 0.008% hits | human spleen homogenate, 4MU-alpha-Gal fluorescence, 40 min;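 note: potency is the fitted concentration of half-maximal effect; 0% = enzyme with vehicle and -100% = no enzyme basal signal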
# Target sequence (P06280 32-429 limits assumed): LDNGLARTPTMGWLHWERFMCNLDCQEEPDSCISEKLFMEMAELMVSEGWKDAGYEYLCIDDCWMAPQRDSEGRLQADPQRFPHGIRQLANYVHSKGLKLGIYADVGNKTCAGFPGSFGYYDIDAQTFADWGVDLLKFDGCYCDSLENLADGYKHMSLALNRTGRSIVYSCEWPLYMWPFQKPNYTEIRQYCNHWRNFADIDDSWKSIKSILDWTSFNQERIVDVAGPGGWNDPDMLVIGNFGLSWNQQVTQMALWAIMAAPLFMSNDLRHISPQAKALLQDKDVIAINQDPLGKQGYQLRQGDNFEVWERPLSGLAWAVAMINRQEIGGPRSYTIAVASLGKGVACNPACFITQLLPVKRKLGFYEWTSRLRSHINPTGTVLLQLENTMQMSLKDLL
#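 Spleen homogenate 1 ug + cpd (titration) + 4-MU-alpha-D-galactopyranoside 1 mM; 37C 40 min; 50 mM citrate/phosphate pH 5.0, 0.01% Tween-20; stop pH 10; fluorescence 365/440; AC50 via Hill.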
# TRb SRC2 PPI: disrupts binding of human TR beta to SRC2; TRbeta-SRC2 peptide binding, fluorescence polarization; receptor liganded with 1 µM T3; 280,000 compounds, 0.065% hits; Potency, µM (doses to about 106 µM), for inactives: at the top dose activity change, negative = inhibition, usual class: inhibitors; P10828;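 note: potency is the fitted concentration of half-maximal effect; plate controls were bound peptide for no effect and peptide without receptor for full effect; nearly all actives have a fitted effect of over 50% in size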
#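 Compounds were added to 0.6 uM TRb ligand-binding domain and 20 nM Texas Red-labeled SRC2 peptide in Tris buffer containing 1 uM T3, incubated 5 hr at ambient temperature, then read by fluorescence polarization.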
# Tau fluor counter: counter-screen for tau fibril formation inhibitors | 280,000 compounds, 0.93% hits | Potency, µM (doses to about 57.7 µM), for the others: at the top dose activity change, negative = decrease | tau K18 P301L (four-repeat tau fragment) Alexa594 fluorescence, heparin fibrillization | AID 1463; note: potency is the fitted concentration of half-maximal effect; % is set by controls: 0 for no effect and ±100 for the full control effect; nearly all actives have a fitted effect of over 55% in size
#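 Human K18 P301L tau (15 uM unlabeled plus 0.24 uM Alexa 594-labeled, final) in 100 mM sodium acetate pH 7 was mixed with compound and 20 uM heparin and incubated 6 hr at 37 C.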
# NPSR antag: neuropeptide S receptor (human) antagonism, cAMP; Q6W5P4; CHO-NPSR cells, cAMP TR-FRET, antagonist mode; Potency, µM (doses to about 38.3 µM), for the others: at the highest dose activity change, negative = inhibition, actives largely listed as inhibitors; 220,000 compounds, 1% hits; AID 1461; note: potency is the fitted concentration of half-maximal effect; % is set by controls: 0 for no effect and ±100 for the full control effect; nearly all actives have a fitted effect of over 50% in size; many of its hits are not listed in these tables
# Target sequence (Q6W5P4 whole entry, looked up): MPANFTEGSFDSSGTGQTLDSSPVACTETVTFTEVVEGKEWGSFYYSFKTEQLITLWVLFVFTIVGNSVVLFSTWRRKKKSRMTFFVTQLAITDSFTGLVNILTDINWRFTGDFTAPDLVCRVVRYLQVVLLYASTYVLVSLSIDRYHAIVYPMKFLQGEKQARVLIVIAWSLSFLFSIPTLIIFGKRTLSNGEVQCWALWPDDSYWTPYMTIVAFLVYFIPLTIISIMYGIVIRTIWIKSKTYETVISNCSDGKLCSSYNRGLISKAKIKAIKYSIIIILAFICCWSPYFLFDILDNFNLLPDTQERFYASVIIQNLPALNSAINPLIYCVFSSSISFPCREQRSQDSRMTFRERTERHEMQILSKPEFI
# Tau FP inhib: blocks human tau fibril formation measured by polarization | AID 1468 | Potency, µM (titrated, usually from 57.7 µM), inactives show at the top dose activity, negative = inhibition, actives largely listed as inhibitors | K18 P301L tau heparin fibrillization, Alexa594 FP, 6 h | 280,000 compounds, 0.39% hits | P10636; note: potency is the fitted concentration of half-maximal effect; % is set by controls: 0 for no effect and ±100 for the full control effect; nearly all actives have a fitted effect of over 55% in size
# Target sequence (P10636 561-689 P618L limits assumed): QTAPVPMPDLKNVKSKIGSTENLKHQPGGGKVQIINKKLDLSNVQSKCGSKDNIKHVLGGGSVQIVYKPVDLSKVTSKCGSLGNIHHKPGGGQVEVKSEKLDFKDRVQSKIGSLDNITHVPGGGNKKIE
#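 Read-out: fluorescence polarization of Alexa 594-labeled tau (0.24 uM), 555 nm excitation, 632 nm emission. Mixtures held 15 uM unlabeled K18 P301L, compound and 20 uM heparin, pH 7 acetate buffer, incubated 6 hr at 37 C.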
# CBFb-RUNX1 inh: CBF-beta/RUNX1 interaction disruption | Potency, µM (highest dose often 59.8 µM), inactives show at the top dose activity, negative = inhibition, usual class: inhibitors | Q01196+Q13951 | 230,000 tested, under 10 active | AID 1477 | AlphaScreen CBFb-His/RUNX1-biotin binding, biochemical; note: % of control where 0% means no effect
#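 Interaction loss through any mechanism counts as activity. Pre-formed complex of His-CBF-beta and biotin-RUNX1 (30 nM apiece) is incubated with compound 15 min, then with 50 ng nickel and 50 ng streptavidin beads for 90 min before AlphaScreen detection.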
# Epigenetic derep: epigenetic control regulation, reporter derepression | Potency, µM (top dose mostly 53.9 µM), without a hit: at the top dose GFP activation, actives largely listed as activators | murine LDR cells, GFP reporter derepression, 30 h | 280,000 compounds, 0.2% hits; note: potency is the fitted concentration of half-maximal effect; % of control where 0% means no effect; nearly all actives have a fitted effect of over 60% in size
#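 Murine LDR cells carrying a silenced, genomically integrated CMV-driven GFP reporter were exposed to compound for 30 hours at 37 C. After PBS washes, GFP-positive cells (20–120 um objects) were counted by laser-scanning microplate cytometry.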
# * marks the source's active call; other numbers are inactive results; u = inconclusive; x = not tested or not shown; & = joins results of further samples; [ ] = another dose, or the depositor's remark. Unless noted, calls come from the whole dose curve; as a rule, active = well fitted curve in the direction sought with a large enough effect; inconclusive = small, poorly fitted or top-dose-only effect, or another doubt; inactive = no such curve, though single readings can be large; an effect the other way counts as inactive or inconclusive.
SMILES,NPSR antag,TRb SRC2 PPI,CBFb-RUNX1 inh,Tau FP inhib,Epigenetic derep,Tau fluor counter,TexasRed fluor,GLA spleen mod
CCC(COC(=O)Nc1cccc(C)c1)NC(=O)OCC(C)C (stereo not given),-7%[46.1 µM],-25%,1%,-3%,-1.0%,-18%,-2%,6%
CC(=O)Nc1ccc2nc(C3CCCCC3)[nH]c2c1,-4%[46.1 µM],-10%,6%,3%,13%,0%,-5%,-10%
CCCCn1c(Cc2ccccc2)nnc1SCC(=O)N1CCOCC1,4%[46.1 µM],-8%,0%,2%,-4.2%,1%,1%,-4%
Cc1nn(Cc2ccccc2)c(C)c1NC(=O)c1cc(-c2cccs2)on1,-13%[46.1 µM],8%,-6%,6%,-1.1%,-10%,0%,2%
O=C(CSc1nn(-c2ccccc2)c(=S)s1)Nn1cnnc1,-5%[46.1 µM],-13%,0%,-1%,-2.4%,3%,1%,8%
CCCCOC(=O)c1ccc(NC(=O)CSC2=Nc3ccccc3C3CC=NN23)cc1 (stereo not given),u,-9%,4%,u,0.1%,u,-9%,0%
O=C(CSc1nnnn1-c1cccc(Cl)c1)Nc1ccc2c(c1)CCC2,-9%[46.1 µM],7%,-6%,-12%,-0.9%,-3%,0%,-4%
Cc1cc2nc[nH]c2cc1[N+](=O)[O-],16%,2%,3%,1%,-0.1%,-2%,-3%,10%
COc1ccc(Cl)cc1NC(=O)CNCC(c1ccccc1)N(C)C (stereo not given),-1%,3%,-23%,-10%,-3.6%,-12%,1%,-20%
O=C(Nc1cccnc1)c1cccc(S(=O)(=O)N2CCOCC2)c1,-3%[46.1 µM],-2%,11%,4%,-2.1%,5%,3%,5%
C=C1CN(CC(=O)OC)S(=O)(=O)c2ccccc21,9%,-8%&5%,-1%&-1%,-3%,2.4%,-12%,0%&-1%,4%&5%
CCOc1ccc(-c2nc(CSCC(=O)NCc3ccco3)c(C)o2)cc1,-11%[46.1 µM],9%,5%,3%,0.0%,-15%,1%,5%
FC(F)(F)c1cccc(-c2ccc(/C=N/Nc3nncc(-c4ccccc4)n3)o2)c1,-19%,4%,-3%,7%,-3.4%,-17%,-1%,-3%
O=C(NCCCN1CCOCC1)c1ccccc1NS(=O)(=O)c1ccc(F)cc1,-9%,-1%,13%,-4%,-2.6%,-2%,-1%,0%
COc1ccccc1NS(=O)(=O)c1cccc(NC(=O)NC2CCCCC2)c1,-2%,2%,1%,u,0.0%,u,0%,2%
N#Cc1nc(Cc2cccc3ccccc23)oc1N1CCC(C(N)=O)CC1,-26%[46.1 µM],3%,-4%,-4%,1.0%,-9%,-4%,-15%
COC(=O)CCCC[C@@H]1SC[C@@H](NC(=O)OC)[C@@H]1NC(=O)OC,-13%[46.1 µM],-7%,1%,4%,-1.2%,2%,0%,-2%
COc1ccc(C(O)P(=O)(OCC(C)C)OCC(C)C)c(OC)c1 (stereo not given),15%,0%,9%,-6%,1.8%,4%,-1%,0%
COc1ccc2c(c1)OC/C(=C/c1ccc(OC)c(OC)c1)C2=O,x,-9%,x,-6%,u,u,2%,8%
C/C(=N\O)C1CC(CC(=O)O)C1(C)C (stereo not given),-2%,-4%,6%,5%,2.0%,-5%,-6%,17%
COc1ccccc1N1CCN(C(=O)CSc2nnc3c4ccccc4n(CC(=O)O)c3n2)CC1,15%,4%,-2%,2%,0.0%,-1%,2%,-1%
COc1ccc(O)c(C2=Nc3ccccc3N=C(c3ccco3)C2)c1,-14%[46.1 µM],-29%,-3%,-4%,4.7%,-23%,12%,-5%
CC(=O)N1c2c(ccc3ccccc23)C(C)CC12CCCCC2 (stereo not given),-23%[46.1 µM],5%,2%,8%,0.0%,-6%,0%,-2%
COc1c(S(=O)(=O)Nc2cccnc2)ccc(Cl)c1Cl,3%,-4%,19%,0%,-2.9%,-5%,-1%,0%
COc1ccc(C2C(C#N)=C(N)Oc3n[nH]c(C)c32)cc1Cn1cc([N+](=O)[O-])cn1 (stereo not given),-17%[46.1 µM],-3%,-1%,2%,-1.2%,-4%,-2%,1%
COc1cc(C2C(C#N)=C(N)Oc3cc4c(cc32)OCO4)cc(OC)c1OC (stereo not given),-11%,2%,-7%,6%,4.4%,-3%,0%,-2%
N#CC1=C(SCC(=O)NCc2ccccc2)NC(=O)CC1c1ccco1 (stereo not given),-14%[46.1 µM],-8%,-3%,0%,3.3%,-12%,1%,2%
Cc1ccc(N2C(=O)c3cccc4c(C(=O)O)ccc(c34)C2=O)cc1,2%,-1%,4%,0%,-2.3%,1%,-1%,-4%
NC(=O)[C@H]1CCCN1C(=O)[C@H](Cc1cnc[nH]1)NC(=O)[C@@H]1CCC(=O)N1,x,3%,6%,x,x,x,u,-7%
CC1(C)CC(=O)C2=C(C1)c1c(ccc3ccccc13)NC2c1ccc(Br)o1 (stereo not given),u,-1%,7%,4%,0.0%,u,-5%,4%
Cc1ccc(C2=N/C(=C\N(C)C)C(=O)O2)cc1,-3%[46.1 µM],4%,-2%,6%,-0.7%,-12%,-1%,-3%
O=C(C1CCCO1)N1CCN(Cc2c(O)ccc3ccccc23)CC1 (stereo not given),-5%[46.1 µM],-22%,-1%,4%,-0.8%,u,-2%,30%
CCOC(=O)c1sc(NC(=O)CSc2nncs2)c(C(=O)OCC)c1C,-26%[46.1 µM],9%,-1%,-6%,0.8%,-26%,-1%,2%
CCc1nc(SCC(=O)N2CCCc3ccccc32)c2oc3ccccc3c2n1,u,0%,2%,4%,1.2%,-19%,3%,-7%
COc1ccc(N(C(=O)c2cccc(C)c2)S(=O)(=O)c2ccc3c(c2)n(C)c(=O)n3C)cc1,x,4%,x,-11%,1.1%,-10%,1%,x
Cc1ccc(O)c(C(=O)CC(=O)c2cccc(F)c2)c1,u,-1%,-4%,-10%,-1.0%,-27%,2%,6%
O=C(CCl)N(CCCNC(=O)C(F)(F)F)c1ccc([N+](=O)[O-])cc1,47%,-1%,2%,-1%,0.1%,-28%,-3%,-4%
Cc1ccccc1Nc1cc(C(=O)NC2CCCCC2)c2ccccc2n1,x,6%,x,0%,1.6%,2%,1%,x
COc1ccc(S(=O)(=O)N2CCOCC2)cc1NC(=O)Cc1c(Cl)cccc1Cl,-14%,2%[53 µM],4%,3%,u,3%,-1%[53 µM],-3%
CC(=O)Nc1ccc(S(=O)(=O)NC(CC(=O)NCCC2=CCCCC2)C(C)C)cc1 (stereo not given),2%[46.1 µM],-4%,3%,-3%,-1.3%,-16%,-8%,0%
Cc1cc(C)cc(C(=O)N(C)[C@H](Cc2ccc(-c3ccccc3)cc2)C(=O)N[C@@H](Cc2c[nH]c3ccccc23)C(=O)O)c1,x,1%&1%,-1%,-8%,-0.3%,-16%,4%&0%,4%&4%
CC1CCCN(CCCNC(=O)C2CC(=O)N(c3ccc(F)c(Cl)c3)C2)C1 (stereo not given),-4%[46.1 µM],0%,-1%,4%,-1.1%,4%,-1%,-2%
Nc1cccc2nsnc12,-2%,4%,0%,u,3.2%,-16%,1%,-3%
Cc1cc(C)n(-c2nc(C)nc(NCc3ccccc3)n2)n1,u,-6%,7%,-3%,0.1%,-4%,-9%,6%
Cc1nc2nc(CNC(=O)OC(C)(C)C)nn2c(C)c1CCC(=O)NCc1ccccc1Cl,x,1%,x,-2%,14%,-1%,-2%,x

# 2 records drawn at random from the list so far, as already listed:
SMILES,NPSR antag,TRb SRC2 PPI,CBFb-RUNX1 inh,Tau FP inhib,Epigenetic derep,Tau fluor counter,TexasRed fluor,GLA spleen mod
O=C(CSc1nnnn1-c1cccc(Cl)c1)Nc1ccc2c(c1)CCC2,-9%[46.1 µM],7%,-6%,-12%,-0.9%,-3%,0%,-4%
CCCCn1c(Cc2ccccc2)nnc1SCC(=O)N1CCOCC1,4%[46.1 µM],-8%,0%,2%,-4.2%,1%,1%,-4%

# Next structures follow.
SMILES,NPSR antag,TRb SRC2 PPI,CBFb-RUNX1 inh,Tau FP inhib,Epigenetic derep,Tau fluor counter,TexasRed fluor,GLA spleen mod
COc1ccc(/C(C)=N/OC/C(O)=C(\C#N)c2nc3ccccc3[nH]2)cc1,4%[46.1 µM],1%,-1%,u,-0.9%,u,-2%,0%
CCn1c(=O)c(NC(=O)c2ccccc2)c2n(c1=S)CCCCC2,-10%[46.1 µM],2%,1%,-13%,0.7%,-11%,1%,5%
C=C[C@@H]1[C@@H](C)[C@H](C)C(=O)C([C@H](O)C(C)C)[C@@H]1C (stereo not given in full),x,8%,1%,x,x,x,1%,-3%
Cn1c(=O)c2c(nc(SCC(=O)N3c4ccccc4CCc4ccccc43)n2C)n(C)c1=O,-3%[46.1 µM],-21%[53 µM],-1%,2%,0.0%,5%,0%[53 µM],-1%
O=C(CCC(=O)OCC(=O)c1ccc(C(F)(F)F)cc1)OCC(=O)c1ccc(C(F)(F)F)cc1,6%,-4%,3%,x,2.1%,x,-2%,5%
CCCCOC(=O)Nc1nnc(CCOCC)s1,-1%[46.1 µM],-3%,3%,3%,-0.3%,-1%,-2%,-7%
N#Cc1c(NC(=O)CSc2ncn(-c3ccccc3)n2)sc2c1CCCC2,-19%[46.1 µM],-2%,6%,-10%,0.1%,-21%,-2%,-2%
Cc1cc(NC(=O)c2ccco2)ncc1NC(=O)Cc1ccccc1,-3%[46.1 µM],-3%,-1%,-6%,-1.0%,-7%,-3%,-2%
COc1cc(C)nc(N(Cc2ccccc2)S(=O)(=O)c2ccccc2)n1,u,-5%,20%,-3%,-1.1%,-23%,-2%,4%
CCn1cc(CN(C)S(=O)(=O)c2cccc([N+](=O)[O-])c2)cn1,-8%,-1%,10%,2%,-5.4%,-2%,-6%,-1%
COC(=O)c1ccccc1NC(=O)c1ccccc1N(C)S(C)(=O)=O,10%[46.1 µM],-7%,9%,-4%,0.0%,-1%,-1%,2%

# Some of the compounds tested, so the mix of outcomes need not match the whole.
